OX1R antag-1 = blocks the human orexin 1 receptor | O43613 | CHO/OX1R cells, Fluo-8 calcium fluorescence, orexin A | inhibition, % at 5 µM | actives 0.43% (n = 330,000) | AID 434989;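 active = inhibition above its plate's threshold, mean inhibition of all tested compounds on the plate plus 3 SD, cut at about 37% in these data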;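 also: 0% = orexin A challenge wells and 100% = SB-334867-A antagonist wells; not every result past the cut was called active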
Target sequence (O43613 whole entry, looked up): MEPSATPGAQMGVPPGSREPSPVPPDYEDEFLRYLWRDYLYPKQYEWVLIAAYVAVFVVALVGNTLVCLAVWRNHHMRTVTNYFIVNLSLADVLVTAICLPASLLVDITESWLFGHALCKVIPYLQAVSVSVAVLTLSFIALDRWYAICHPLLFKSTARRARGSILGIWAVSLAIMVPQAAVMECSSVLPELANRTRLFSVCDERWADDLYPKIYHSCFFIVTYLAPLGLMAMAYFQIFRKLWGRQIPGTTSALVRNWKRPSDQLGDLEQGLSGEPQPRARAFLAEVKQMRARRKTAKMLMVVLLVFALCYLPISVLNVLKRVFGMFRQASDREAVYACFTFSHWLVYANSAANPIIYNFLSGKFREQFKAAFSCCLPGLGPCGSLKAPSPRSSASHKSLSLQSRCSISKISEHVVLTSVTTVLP
STK33 inh = inhibitors of human STK33 kinase; actives 0.073% (n = 320,000); inhibition, % at 10 µM; purified STK33, MBP phosphorylation, ADP-Glo luminescence;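 active = inhibition at or above 25%, using the most active replicate where run in duplicate; inactive = inhibition below 25%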
Target sequence (Q9BYT3 whole entry, looked up): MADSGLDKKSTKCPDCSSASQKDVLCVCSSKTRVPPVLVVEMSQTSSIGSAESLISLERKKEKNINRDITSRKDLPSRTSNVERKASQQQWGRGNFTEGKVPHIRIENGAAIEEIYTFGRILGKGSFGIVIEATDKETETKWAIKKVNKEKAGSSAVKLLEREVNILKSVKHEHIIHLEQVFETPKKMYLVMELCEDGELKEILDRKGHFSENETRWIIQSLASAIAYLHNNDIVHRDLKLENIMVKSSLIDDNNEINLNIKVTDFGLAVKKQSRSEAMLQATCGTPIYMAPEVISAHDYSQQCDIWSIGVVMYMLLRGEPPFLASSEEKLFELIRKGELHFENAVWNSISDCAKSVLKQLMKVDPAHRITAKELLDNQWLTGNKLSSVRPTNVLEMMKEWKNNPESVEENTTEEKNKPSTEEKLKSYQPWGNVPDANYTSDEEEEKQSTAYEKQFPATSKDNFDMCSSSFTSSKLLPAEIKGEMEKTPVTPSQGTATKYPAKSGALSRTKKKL
OX1R antag-2 = blocks the human orexin 1 receptor; O43613; OX1R-expressing cells, FRET antagonist read-out; inhibition, % at 6.6 µM; actives 1.8% (n = 330,000); AID 485270; in the data active = inhibition mostly above about 38%, no sharp cut-off; inactive = mostly below about 40%;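 also: 0% = agonist challenge alone and 100% = reference antagonist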
* marks the source's active call; other numbers are inactive results.

SMILES | OX1R antag-1 | STK33 inh | OX1R antag-2
O=C1c2cc(O)c(O)cc2S(=O)(=O)C1c1ccccc1 (configuration not stated) | -15 | 3.3 | 14
CCCOC(=S)N/C(=N\S(=O)(=O)c1ccccc1)c1ccccc1 | -6 | 7.3 | 3
COc1ccc(-c2noc(CCC(=O)Nc3cc(Cl)c(OC)cc3OC)n2)cc1 | -11 | -0.8 | 21
NNC(=O)c1sc(-c2ccc(Cl)cc2)cc1N | -22 | 1.2 | 23
CCOC(=O)C1=C(C)N(C)C(=S)NC1c1ccc(Cl)cc1 (configuration not stated) | -20 | -0.4 | 18
CC(=O)Nc1ccc(NC(=S)NC(=O)c2ccc([N+](=O)[O-])c(C)c2)cc1 | -13 | -1.5 | 4
CSCCNC(=O)c1ccc2nc(Cc3ccccc3F)oc2c1 | -12 | -1.2 | 13
CCOC(=O)C1=C(C)NC(=O)NC1/C(C)=C/c1ccccc1 (configuration not stated) | -19 | 0.8 | 10
COc1cc(OC)nc(NC(=O)COC(=O)C2CCCCC2)n1 | -19 | -0.3 | 15
C=CCN(CC=C)Cc1cc(=O)n2c(-c3ccccc3)csc2n1 | -6 | 1.2 | 6
O=C1Nc2cccnc2Sc2ccccc21 | -13 | -0.6 | 15
CC(=O)/C(N=Nc1cc2c(c([N+](=O)[O-])c1C)C(C)(C)CC2(C)C)=C(\C)O | -14 | 4.4 | 8
O=C(OCC(=O)N(Cc1ccccc1)C1CCS(=O)(=O)C1)c1cc2c(s1)CCCC2 (configuration not stated) | -23 | -0.3 | 20
CC(C)Oc1ccc(C(=O)NC2CCCCC2)cc1 | -11 | -1.9 | 20
CCN(CC)C(=O)Cn1cc(C(=O)C(=O)N2CCN(c3ccc([N+](=O)[O-])cc3)CC2)c2ccccc21 | -19 | 0.5 | -8
Cn1c(N)c(C(=O)COC(=O)c2ccc(Cl)c(S(=O)(=O)N3CCCC3)c2)c(=O)n(C)c1=O | -25 | -0.9 | 19
CC(C)Cc1ccc(CN2CCCC(NC(=O)c3ccoc3)C2)cc1 (configuration not stated) | -28 | -1.0 | 1
O=C(O)c1cc(-c2cccc3ccccc23)nc2ccccc12 | -6 | 2.8 | 12
O=C(CCN1CCOCC1)NNC(=S)NC(=O)c1ccc(Br)cc1 | -4 | -1.5 | 6
Cc1cccc(C(=O)NCC(=O)OCC(=O)c2cc(C)n(CC3CCCO3)c2C)c1 (configuration not stated) | -25 | -0.8 | 18
CCOCCCn1c(SCC(=O)Nc2ccc3[nH]c(=O)[nH]c3c2)nc2ccccc2c1=O | -11 | -1.5 | 10
O=C(COc1cc(F)ccc1[N+](=O)[O-])Nc1cccc(S(=O)(=O)NC2=NCCC2)c1 | -3 | 0.9 | 5
COC(=O)c1ccc(C2CC(=O)Nc3cc(OC)c(OC)cc32)cc1 (configuration not stated) | 4 | 1.8 | 15
CC(C)(C)C(=O)NCCc1nc2ccccc2n1CC(=O)c1ccccc1 | -20 | 0.2 | 4
CCN(Cc1nc(-c2cccc(C)c2)no1)C(=O)c1ccco1 | -13 | -0.8 | 6
COc1ccc2c(c1)C=C(CN1CCN(C(C)C)C(CCO)C1)CO2 (configuration not stated) | -18 | -1.0 | 10
Cc1sc2nc(SCCO)n(-c3ccccc3)c(=O)c2c1C | -9 | -0.8 | 9
CC(Sc1nnc2ccccn12)C(N)=O (configuration not stated) | 13 | -0.8 | 11
O=C(O)/C=C/c1cccnc1 | -12 | -1.3 | 4
Cc1ccc(C(OCC(O)CNC(CO)C(O)c2ccc([N+](=O)[O-])cc2)c2ccccc2)cc1 (configuration not stated) | -6 | -0.2 | 19
O=C(COc1ccc(Br)cc1)NCCO | 5 | -1.2 | 9
Cc1cc(C)nc(SCC(=O)N/N=C\C(Br)=C\c2ccccc2)n1 | -15 | -0.6 | 21
CCOC(=O)C1=C(N)c2ccccc2CC1C1CCCC1 (configuration not stated) | -4 | -3.7 | 6
CCN(Cc1ccccc1)C(=O)COC(=O)c1cc(Cl)nc(Cl)c1 | -16 | 0.2 | 28
CC(C)NC(=O)C1CCN(C2CCN(Cc3ccc4cccc(F)c4n3)CC2)CC1 | -23 | -0.3 | 7
Cc1ccc(CNC(=O)c2ccccc2N)cc1 | -10 | -1.4 | 5
COc1ccc(S(=O)(=O)Nc2ccccc2C(=O)N2CCCC2)cc1C | -16 | -1.3 | 15
O=C(CSc1nc(=O)n(CCCN2CCOCC2)c2c1CCC2)Nc1ccccc1F | -13 | 0.7 | 14
CCC1=NN2C(=N)/C(=C\c3ccc(SCc4ccco4)o3)C(=O)N=C2S1 | 4 | 4.9 | 25
Cc1c(N(C(=O)Nc2ccccc2)C2=NCC(C)S2)c(=O)n(-c2ccccc2)n1C (configuration not stated) | -5 | -0.7 | 7

Brought forward from above: 2 compounds; new compounds follow.
SMILES | OX1R antag-1 | STK33 inh | OX1R antag-2
CCC1=NN2C(=N)/C(=C\c3ccc(SCc4ccco4)o3)C(=O)N=C2S1 | 4 | 4.9 | 25
Cc1c(N(C(=O)Nc2ccccc2)C2=NCC(C)S2)c(=O)n(-c2ccccc2)n1C (configuration not stated) | -5 | -0.7 | 7
C#Cc1ccc([C@@H]2C=C(C(=O)O)O[C@H](OCCCCO)C2)cc1 | -6 | 1.2 | 24
Cn1c(Cn2c(C(F)(F)F)nc3ccccc32)nc2ccccc21 | -30 | -3.0 | 0
CNC(=S)Nc1ccc(OC)c(OC)c1 | -7 | -1.6 | 6
O=C(O)CCC(=O)OCCc1cc2ccccc2c(=O)o1 | 0 | -0.5 | 6
COc1ccc(CNC(=O)Cc2c(C(=O)O)[nH]c3ccccc23)cc1 | 2 | 0.1 | -2
COc1cc(/C=C2/C(=O)NN(c3ccc(F)cc3)C2=O)cc(Cl)c1O | 4 | -0.4 | 4
COc1ccc(-c2nc(CS(=O)CC(=O)NCc3ccc4c(c3)OCO4)c(C)o2)cc1OC (configuration not stated) | -9 | 1.2 | 7
Cn1c(SCC(=O)N(C2CCCCC2)C2CCCCC2)nnc1-c1cccs1 | -15 | 0.5 | 6
O=C(CSCc1ccccc1)Nc1ccc2c(c1)OCO2 | 11 | -0.4 | 45
Cc1cc(C)cc(NC2=CC(=O)CC(c3ccco3)C2)c1 (configuration not stated) | -24 | -2.6 | 12
C/C=C/C1=CC(=O)C[C@H](c2ccc(Cl)cc2)C1 | -4 | -1.5 | 5
O=C(CSc1nnc(C2COc3ccccc3O2)o1)N1CCOCC1 (configuration not stated) | -13 | -1.6 | 20
NS(=O)(=O)c1ccc(NC(=S)NCc2ccccc2)cc1 | 10 | -2.3 | 4
Cc1ccccc1CN(c1ccc(C(=O)N/N=C/c2ccc(OCC(N)=O)cc2)cc1)S(C)(=O)=O | -11 | -0.8 | 11
Cc1cc(C)c(-c2csc(NC(=O)C3=NN(c4ccccc4)C(=O)CC3)n2)c(C)c1 | -18 | 6.0 | 22
Cc1ncc(CN2CCN(C3CCCC3)C(CCO)C2)s1 (configuration not stated) | -8 | 0.4 | 10
COc1cccc(OC)c1NC(=O)CN(C)S(=O)(=O)c1ccc2c(c1)OCCO2 | -20 | -1.5 | 33
Cc1cccc(C)c1NC(=O)CN(C)C(=O)c1cccc(NS(=O)(=O)c2ccccc2)c1 | -23 | 0.8 | 7
CCC(C)NC(C(=O)Nc1ccc(Cl)c([N+](=O)[O-])c1)c1ccccc1 (configuration not stated) | -39 | 0.3 | 15
COc1ccc(OCc2nnc(SCC(=O)Nc3cccc(C(C)=O)c3)o2)cc1 | 7 | -0.6 | 10

Full records, quoted from the list.
`O=C(COc1cc(F)ccc1[N+](=O)[O-])Nc1cccc(S(=O)(=O)NC2=NCCC2)c1` is listed as OX1R antag-1: -3; STK33 inh: 0.9; OX1R antag-2: 5
`CCOC(=O)C1=C(C)NC(=O)NC1/C(C)=C/c1ccccc1` (configuration not stated) is listed as OX1R antag-1: -19; STK33 inh: 0.8; OX1R antag-2: 10

(listing goes on)
SMILES | OX1R antag-1 | STK33 inh | OX1R antag-2
Cc1cc(C)c(NC2=CC(=O)CC(C)(C)C2)c(C#N)c1 | -11 | -2.5 | 8
COc1ccc(NC(=O)CNC(=O)c2cccs2)cc1Cl | -14 | -0.9 | 23
NC(=O)c1ccc(SCC(=O)NC2CCCCC2)c([N+](=O)[O-])c1 | -10 | 0.3 | 77*
CC(C)(C)CNC(=O)c1cccc2c1C(=O)c1ccc(N3CCCC3)cc1S2(=O)=O | 27 | -1.1 | 37
CCCSc1nc(=O)n2cc(C)ccc2n1 | -4 | 0.4 | 8
CCN(CC)CCNC(=O)c1cc(Nc2ccc(OC)c(OC)c2)nc2ccccc12 | -28 | 0.4 | -8
CCOC(=O)COc1nc(N(C)C)nc(N(C)C)n1 | -8 | 4.1 | 3
COc1ccc(NC(=O)[C@H](C)NC(=O)C2CCN(S(=O)(=O)c3ccc(C)cc3)CC2)cc1OC | -12 | -1.0 | 6
O=C1c2ccccc2C(=O)C1c1ccc(Cl)cc1 | -12 | -1.3 | 26
Cc1ccc(C)c(NC(=O)/C(C#N)=C/c2ccc[nH]2)c1 | -33 | -0.9 | 14
CCc1nnc(N/N=C\c2ccc(OC(C)=O)c(OC)c2)n1N | -5 | 0.6 | 44*
Cn1nnnc1SCC(=O)Nc1nc(-c2ccccc2)c(-c2ccccc2)o1 | -20 | -0.8 | 36
CC(C)c1cc(C(=O)N/N=C/C=C/c2ccccc2)n[nH]1 | -3 | 9.3 | 14
N#CC(C#N)=C1C=C2C=C(N3CCCCC3)CCC2CC1 (configuration not stated) | 106* | 0.0 | 42
CCC(C(=O)OCC(=O)Nc1cccc(S(=O)(=O)NC2=NCCCCC2)c1)c1ccccc1 (configuration not stated) | -19 | 0.4 | 16
CC(C)CNC(=O)C(=O)NCC1OCCCN1S(=O)(=O)c1cccs1 (configuration not stated) | -5 | 2.4 | 24
CCOC(=O)c1c(C)n(-c2ccccc2)c2ccc(O)c(CN(C)C)c12 | -20 | 1.2 | 11
COc1ccc(-c2oc3cc(OC)c(O)c(OC)c3c(=O)c2OC)cc1O | -26 | 0.8 | 22
COCC(C)NC(=O)c1noc2c1CCc1cc(OC)ccc1-2 (configuration not stated) | -26 | 1.7 | 15
O=C(Cn1cnc2ccccc21)N/N=C/c1cccc([N+](=O)[O-])c1 | -22 | -1.9 | 18

3 of the entries above in order of their number in OX1R antag-2, descending:
Structure,OX1R antag-1,STK33 inh,OX1R antag-2
CC(C)NC(=O)C1CCN(C2CCN(Cc3ccc4cccc(F)c4n3)CC2)CC1,-23,-0.3,7
CCOC(=O)C1=C(N)c2ccccc2CC1C1CCCC1 (configuration not stated),-4,-3.7,6
COc1ccc(CNC(=O)Cc2c(C(=O)O)[nH]c3ccccc23)cc1,2,0.1,-2

Structural class, those above with an NH in an aromatic ring (four)
SMILES | OX1R antag-1 | STK33 inh | OX1R antag-2
CCOCCCn1c(SCC(=O)Nc2ccc3[nH]c(=O)[nH]c3c2)nc2ccccc2c1=O | -11 | -1.5 | 10
COc1ccc(CNC(=O)Cc2c(C(=O)O)[nH]c3ccccc23)cc1 | 2 | 0.1 | -2
Cc1ccc(C)c(NC(=O)/C(C#N)=C/c2ccc[nH]2)c1 | -33 | -0.9 | 14
CC(C)c1cc(C(=O)N/N=C/C=C/c2ccccc2)n[nH]1 | -3 | 9.3 | 14

Next records:
SMILES | OX1R antag-1 | STK33 inh | OX1R antag-2
COc1ccc(C(=O)O)cc1S(=O)(=O)N(C)CCc1ccccn1 | -5 | -0.6 | 6
O=C(Nc1ccccc1)Oc1ccccc1N1CCOCC1 | 6 | -0.5 | 1
CCC(C)NC(=O)c1nn(Cc2ccccc2)c(=O)c2ccccc12 (configuration not stated) | -32 | -1.3 | 25
Cc1cc2cc(CNC(=O)c3ccc(S(=O)(=O)N4CCOCC4)cc3)ccc2n1C | 2 | -1.3 | 3
COc1ccc(C(CNC(=O)c2ccc(-n3cnnn3)cc2)N2CCOCC2)cc1 (configuration not stated) | -7 | -0.9 | 35
NC(=O)CSc1nnc(-c2ccc([N+](=O)[O-])cc2)o1 | -11 | -1.9 | 55*
CC(=O)c1cccc(NC(=O)CN2C(=O)C(=O)N(Cc3ccco3)C2=O)c1 | -6 | 0.3 | 4
Cc1cc(/C=C(/C#N)c2nc3ccccc3[nH]2)c(C)n1-c1cccc([N+](=O)[O-])c1 | -4 | -0.4 | 73
COc1ccc2c(c1OC)C(=O)N(c1ccc(F)cc1)C2 | -5 | -1.0 | -5
Cc1cccc(Nc2c(F)c(F)c(F)c(F)c2C(=O)O)c1 | -8 | -0.6 | 15
N#CCc1nc2ccc(S(=O)(=O)N3CCOCC3)cc2s1 | 41* | -0.6 | 6
COC(=O)C1=C(C)N(c2cccc(OC)c2)C(=O)/C1=C\c1ccco1 | -51 | 0.7 | -8
Cc1ccc(C)c(N2CCN(C(=O)Cc3cn(C)c4ccccc34)CC2)c1 | -47 | 0.0 | 10
COc1ccc(CNC(=O)c2sc3nc4c(c(C(F)(F)F)c3c2N)CCC4)cc1 | 2 | -1.8 | 4
Cc1nnc(SCc2cccc3ccccc23)s1 | -11 | -0.4 | 12
COc1ccc(NC(=O)CN2C(=O)NC3(CCCCC3C)C2=O)cc1S(=O)(=O)N1CCOCC1 (configuration not stated) | -4 | 0.5 | 7
COc1cc(OC)cc(C(=O)NCC(=O)OCc2cc(=O)oc3cc(OC)ccc23)c1 | -25 | 0.2 | 5
Cn1c(SCC(=O)N2CCCC2)nnc1-c1cnccn1 | 15 | 1.0 | -13
COc1ccc(N/C=C/C(=O)c2ccc(C)cc2)c([N+](=O)[O-])c1 | -10 | -0.7 | 27
COc1ccc(N2CCN(C(=O)COc3ccc4c(C)cc(=O)oc4c3C)CC2)cc1 | -3 | 0.7 | 10
Cc1cc(C)c2c(N)c(C(=O)N3CCCCCC3)sc2n1 | -17 | -0.8 | 14
CCCn1nnnc1SCC(=O)NCc1cccs1 | -9 | -1.8 | 20
CCOc1ccc(-c2ncncc2-c2ccc(OC)cc2)c(O)c1 | -12 | -0.8 | 39
COc1cc(NC(=O)COC(=O)c2cc(S(=O)(=O)N3CCOCC3)ccc2F)cc(OC)c1 | -25 | 0.8 | 15

Screens from PubChem BioAssay.
